# tim23-1 inh: tim23-1 yeast growth inhibition | inhibition, % at 20 µM | 330,000 compounds, 1.3% hits | S. cerevisiae tim23-1 growth, BacTiter-Glo luminescence, 24 h | AID 463212;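 active = growth inhibition of the mutant yeast at or above 50%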;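 also: temperature-sensitive mutant grown at 25 °C; plate controls were DMSO-treated mutant yeast for no effect and medium wells lacking yeast for full effect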
# APJ ag: activates the human apelin receptor APJ; CHO-K1 APJ PathHunter beta-arrestin, luminescence; 0% DMSO wells, 100% apelin; activation, % at 20 µM; 330,000 compounds, 0.11% hits; AID 2520;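 active = activation more than six SD over the plate average, tested at 20 µM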;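 also: 0% = DMSO alone and 100% = apelin-13 at 10 nM; some results filed as inactive read as strong as hits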
# Target sequence (P35414 whole entry, looked up): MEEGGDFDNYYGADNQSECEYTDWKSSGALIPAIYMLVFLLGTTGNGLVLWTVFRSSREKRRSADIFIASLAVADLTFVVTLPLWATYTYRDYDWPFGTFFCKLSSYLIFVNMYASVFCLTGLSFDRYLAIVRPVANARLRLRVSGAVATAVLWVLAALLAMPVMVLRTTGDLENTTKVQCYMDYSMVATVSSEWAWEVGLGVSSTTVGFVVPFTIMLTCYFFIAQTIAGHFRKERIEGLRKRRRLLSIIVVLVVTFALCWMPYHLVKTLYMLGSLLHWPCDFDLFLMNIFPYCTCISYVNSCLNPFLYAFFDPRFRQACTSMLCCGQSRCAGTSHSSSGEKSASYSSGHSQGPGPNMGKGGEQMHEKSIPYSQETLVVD
#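 Material: engineered CHO-K1 APJ arrestin reporter cells; amount: 1000 CHO-K1 reporter cells seeded per well; incubation: compound stimulation 90 min at 25 °C, detection 60 min; signal: luminescent beta-gal fragment complementation, chemiluminescent substrate; read-out basis: APJ agonist activity; controls: DMSO-only wells as negative, 10 nM Apelin-13 as positive control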
# CHOP UPR activ: activators of apoptotic arm of unfolded protein response (CHOP); CHO-CHOP luciferase reporter, UPR activation, luminescence; percent of tunicamycin response over DMSO baseline; 330,000 compounds, 0.34% hits; activation, % at 10 µM;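 active = at 10 µM dose, activation of 40% or more, normalized to positive control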;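 also: 100% = tunicamycin at 10 µg/mL and 0% = DMSO alone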
#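 measured by = luciferase luminescence | assay system = CHO-CHOP cells, stable luciferase reporter of PERK-eIF2a-CHOP signalling | amount = 500 reporter cells seeded per well | timing = 6 h compound exposure at 37 °C after overnight seeding | controls = positive tunicamycin 10 µg/mL, negative DMSO alone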
# Mdm2-MdmX inh: disrupts the human Mdm2-MdmX interaction. O15151+Q00987. SaOS-2 split-luciferase Mdm2/MdmX complementation, luminescence. 330,000 compounds, 3% hits. inhibition, % at 8 µM;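 active = inhibition of at least 50% at 8 µM in the primary screen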
# tim10-1 inh: growth inhibitors of tim10-1 mutant yeast | inhibition, % at 20 µM | AID 463190 | S. cerevisiae tim10-1 ts strain growth, BacTiter-Glo, 24 h | 330,000 compounds, 2.2% hits;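 active = inhibition of at least 40%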;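 also: mutant grown at 25 °C; 0% = DMSO wells with yeast and 100% = wells holding no yeast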
# UPR XBP1 act: adaptive UPR (XBP1) activation. CHO-XBP1 luciferase reporter, IRE1-XBP1 UPR activation, luminescence; percent of tunicamycin response, DMSO as zero. activation, % at 20 µM. 330,000 compounds, 0.33% hits;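 active = versus positive control, 20 µM dose yields 30% or more activation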;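 also: 100% = tunicamycin at 10 µg/mL and 0% = DMSO only wells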
#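 incubation = overnight seeding at 37 °C, 6 h compound treatment at 37 °C | assay system = CHO-XBP1 cells stably carrying IRE1-XBP1-driven luciferase reporter | input = 1000 cells per well | detection = luciferase luminescence | dosing = single point, 20 µM final compound, 1% DMSO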
# TIM10 inh: inhibits growth of TIM10 yeast strain; S. cerevisiae TIM10 strain growth, BacTiter-Glo luminescence, 24 h; inhibition, % at 10 µM; 330,000 compounds, 1.4% hits;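 active = inhibition of 40% or more at the single tested concentration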;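 also: wild-type TIM10 isogenic control strain grown at permissive 25 °C; 0% = DMSO yeast wells and 100% = minimal medium wells without yeast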
# NALP3 yeast inh: inhibitors of NALP3 inflammasome in yeast. Yeast reconstituted NLRP3/ASC/caspase-1, beta-gal luminescence, 24 h. inhibition, % at 10 µM. 330,000 compounds, 0.39% hits;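 active = inhibition of 50% or more; inactive = inhibition below 50%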;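 also: plate controls were induced DMSO wells for no effect and uninduced yeast grown without galactose for full effect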
# GRIN3A LBD mod: modulates the human NR3A ligand-binding domain; NR3A LBD differential scanning fluorimetry, Tm shift; 0% = protein alone, 100% = glycine-bound protein; Tm shift relative to glycine control, % at 25 µM; 340,000 compounds, 2.5% hits;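 active = melting temperature shift of at least 10% of the positive control shift, at one fixed dose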
# Starred values were filed as active, the others as inactive; nt = no result given.
SMILES,tim23-1 inh,APJ ag,CHOP UPR activ,Mdm2-MdmX inh,tim10-1 inh,UPR XBP1 act,TIM10 inh,NALP3 yeast inh,GRIN3A LBD mod
COc1ccc(CC(=O)O/N=C(\N)Cc2ccc([N+](=O)[O-])cc2)cc1,28.7,8.9,0.3,18.3,42.7*,-0.6,27.6,17.4,6.7
CC1CCCCC1NC(=O)c1ccc2c(c1)OCCO2 (centres undefined),15.2,-6.0,2.5,-18.5,13.5,-1.0,1.9,24.5,0.5
O=C(C1CCCCC1)N1CCCc2ccccc21,11.6,-6.7,-1.4,-4.6,14.3,-0.6,7.0,14.1,1.8
Cc1ccc(S(=O)(=O)NC(=NC2CCCCC2)c2ccc(Cl)cc2)cc1,-1.9,-1.2,3.4,9.6,-3.4,6.8,2.3,4.2,-3.1
COC(=O)COc1ccc(C2Nc3c(Cl)ccc(C(=O)O)c3C3C=CCC32)cc1 (centres undefined),10.9,-3.0,2.5,-28.1,7.9,-2.7,14.1,6.3,-2.2
NC(=O)C1CCN(c2nc(-c3ccccc3N)cs2)CC1,14.9,1.4,3.8,-27.3,9.2,-0.6,-2.2,-0.2,-0.2
COc1ccc(C(=O)N/N=C/c2ccc3cccc(O)c3n2)cc1,53.4*,-0.7,1.2,28.6,-23.3,1.0,10.9,20.7,-11.2
O=C(CCc1ccccc1)NC(NC(=S)Nc1ccc(Cl)cc1)C(Cl)(Cl)Cl (centres undefined),5.5,11.8,23.6,42.8,6.0,3.9,-9.5,-0.8,26.9*
O=C(CNC(=O)C1CCCCC1)Nc1ccccc1Cl,11.4,-1.5,-0.9,10.3,-2.0,-2.8,12.2,0.2,-2.4
Cn1c(SCc2ccc([N+](=O)[O-])cc2)nnc1-c1ccncc1,-5.9,-1.7,-0.9,19.4,-2.0,-0.9,-7.4,12.2,0.9
CCCc1nnc(SCC(=O)Nc2ccccc2Cl)n1CC1CCCO1 (centres undefined),7.3,-2.4,-0.6,-20.2,6.6,0.5,-12.4,11.5,1.2
NC(=O)C1CCN(Cc2cccc(OCc3ccccc3)c2)CC1,-3.5,-2.2,-0.6,-5.3,-10.5,0.6,2.5,2.7,1.3
Cc1ccc(N(CC(=O)N2CCc3ccccc32)S(=O)(=O)c2cccs2)cc1,16.0,1.0,2.4,3.2,18.6,-2.6,15.0,19.1,-0.1
Cc1n[nH]c(=O)c2c(NC(=O)CSc3nnc(-c4ccncc4)n3C)oc(C)c12,-0.3,-7.0,1.7,17.5,-11.7,-2.7,-13.4,5.4,0.3
Cc1ccc(CN2CCN(Cc3cnc(N4CCOCC4)s3)CC2CCO)o1 (centres undefined),-0.2,-1.2,1.4,-4.5,8.2,-0.6,16.7,-13.4,-1.0
CCCc1cc(C(=O)NNC(=S)NCc2ccccc2)cs1,16.6,-1.3,-1.6,3.1,44.5*,-0.6,34.0,15.1,-1.3
S=C(Nc1cccc(Cl)c1Cl)Nn1cnnc1,10.8,0.1,-0.5,17.6,11.7,0.3,7.2,-11.7,-1.3
COc1ccc(-n2c(SCC(=O)N(C)C3CCS(=O)(=O)C3)nc3ccc(O)cc3c2=O)cc1OC (centres undefined),14.7,-2.5,1.0,25.5,4.3,0.6,-7.8,-12.6,13.6*
NCCc1nnc(SCC(=O)c2ccc(Cl)cc2)o1,9.9,-1.9,-0.3,-50.7,-0.5,-0.3,-0.5,56.3*,-2.1
COc1cc2oc(=O)cc(-c3ccc(-c4ccc(C#N)cc4)cc3)c2c(OC)c1OC,27.5,nt,1.6,10.9,11.8,1.2,-6.5,nt,-0.3
O=C(CSc1nnc(-c2ccccc2)o1)N1CCCC1,12.4,2.4,5.0,-12.5,8.8,1.3,-9.6,11.5,-0.3
CCCCn1c(N)c(N(CCOC)C(=O)C2CCCN(C(=O)c3ccc(Cl)cc3)C2)c(=O)[nH]c1=O (centres undefined),-7.9,-7.9,0.2,10.4,-19.7,-0.9,0.1,3.2,1.7
CCOC(=O)c1ccc(NS(=O)(=O)c2ccc(SC)cc2)cc1,43.1,-2.0,0.7,13.9,40.8*,0.1,40.3*,24.7,-3.5
CCN1CCN(S(=O)(=O)Cc2ccccc2)CC1,-4.6,-3.9,0.5,0.8,-14.4,4.6,-3.6,-2.9,0.5
CCOc1ccc(Br)cc1S(=O)(=O)Nc1ccc(NC(=O)c2ccccc2F)cc1,14.0,2.2,1.5,-14.1,4.2,-2.0,9.2,30.4,7.4
CCOC(=O)COc1ccc2c(c1)C(=O)CC1(CCCCC1)O2,24.2,-3.3,0.3,7.0,11.4,-2.4,-6.9,-7.5,0.3
Cc1cc(-c2nnc(SCC(=O)Nc3cccc(C)c3C)n2N)n[nH]1,14.0,0.5,2.0,20.0,18.1,-3.2,-6.6,9.7,0.9
COc1cccc(CN2CCc3[nH]c(=S)[nH]c(=O)c3C2)c1,18.9,-4.4,-2.0,-41.7,8.1,1.6,16.6,9.0,-0.3
CCCc1cc(C(=O)Nc2cccc(C(C)=O)c2)no1,23.3,8.2,4.9,-58.2,23.8,2.1,4.6,25.4,1.7
NC(=O)c1ccsc1NC(=O)CSc1ncnc2sccc12,-7.0,-3.2,1.6,18.8,-44.0,4.4,-19.9,12.4,-4.8
Cc1ccccc1N(CC(=O)Nc1ccc(S(=O)(=O)N2CCOCC2)cc1)S(C)(=O)=O,1.1,0.0,1.8,-3.8,15.6,-1.0,8.8,8.5,-1.2
COc1ccc(CCNC(=O)CN2CCN(Cc3ccccc3F)C2=O)cc1OC,5.8,1.2,2.3,-10.4,8.7,-0.4,-0.1,4.0,-0.1
Cc1cc(=O)n2[nH]c(SCc3ccccc3)nc2n1,2.3,-2.3,-2.3,9.8,8.3,-3.7,-8.4,10.1,0.4
COc1ccc(/C=C(/C#N)S(=O)(=O)c2ccc(C)cc2)cc1,8.3,-2.0,1.9,19.3,26.3,0.2,33.8,1.6,-6.0
CC(CC(=O)NCc1ccc(F)cc1)c1ccccc1 (centres undefined),1.9,-4.7,1.3,16.6,0.8,-4.2,-15.9,27.6,-2.0
Fc1ccc(Nc2nnc(C(F)(F)F)s2)cc1Cl,77.2*,0.9,0.1,73.4*,68.8*,11.4,55.8*,4.3,5.1
CC(=O)C1=C(C)NC(SCC(N)=O)=C(C#N)C1c1cccnc1 (centres undefined),16.7,2.3,-0.7,-5.6,7.2,-1.5,4.0,8.2,1.3
O=c1oc(C2(O)CCCCC2)cc2ccc(Br)cc12,32.2,-1.4,3.8,3.4,-7.9,2.4,5.7,46.7,-0.8
O=[N+]([O-])c1ccccc1S(=O)(=O)N/C(=N/S(=O)(=O)c1ccccc1)c1ccccc1,5.0,-6.9,-0.1,20.6,1.1,0.1,1.7,8.5,-0.5
O=C(Nc1ccccc1Cl)c1ccccc1Cc1ccccc1,5.6,-3.3,1.2,2.2,3.9,3.1,2.6,-38.7,2.6

# Ordered by length of the SMILES (low to high): 5 of the compounds above.
SMILES,tim23-1 inh,APJ ag,CHOP UPR activ,Mdm2-MdmX inh,tim10-1 inh,UPR XBP1 act,TIM10 inh,NALP3 yeast inh,GRIN3A LBD mod
O=c1oc(C2(O)CCCCC2)cc2ccc(Br)cc12,32.2,-1.4,3.8,3.4,-7.9,2.4,5.7,46.7,-0.8
NC(=O)c1ccsc1NC(=O)CSc1ncnc2sccc12,-7.0,-3.2,1.6,18.8,-44.0,4.4,-19.9,12.4,-4.8
Cc1cc(-c2nnc(SCC(=O)Nc3cccc(C)c3C)n2N)n[nH]1,14.0,0.5,2.0,20.0,18.1,-3.2,-6.6,9.7,0.9
CCOc1ccc(Br)cc1S(=O)(=O)Nc1ccc(NC(=O)c2ccccc2F)cc1,14.0,2.2,1.5,-14.1,4.2,-2.0,9.2,30.4,7.4
CCCCn1c(N)c(N(CCOC)C(=O)C2CCCN(C(=O)c3ccc(Cl)cc3)C2)c(=O)[nH]c1=O (centres undefined),-7.9,-7.9,0.2,10.4,-19.7,-0.9,0.1,3.2,1.7

# Following part:
SMILES,tim23-1 inh,APJ ag,CHOP UPR activ,Mdm2-MdmX inh,tim10-1 inh,UPR XBP1 act,TIM10 inh,NALP3 yeast inh,GRIN3A LBD mod
Cc1ccc(C(=O)Nc2nnc(-c3ccco3)o2)cc1,9.4,-3.1,2.3,-14.3,36.3,-0.6,23.8,7.8,-4.7
COc1ccc(-c2noc(-c3cccc(Cl)c3)n2)cc1OC,-1.0,-1.4,2.0,-2.8,16.2,4.1,11.4,8.9,7.8
O=C(Nc1nccs1)c1sc2ccccc2c1Cl,19.2,-3.1,0.1,-97.8,23.8,-6.8,24.8,27.3,-19.4
CC(=O)Nc1ccc2c(c1)OCCO2,-3.9,-1.2,-1.5,11.5,5.9,-3.1,5.6,16.4,1.2
CCN(CCCNC(=O)C1CCC(=O)N1Cc1ccccc1Cl)c1cccc(C)c1 (centres undefined),45.8,1.3,0.7,-5.3,12.8,-0.5,16.8,8.5,-1.1
CN(CC(=O)Nc1cc(S(=O)(=O)N2CCCCCC2)ccc1Cl)Cc1ccc2c(c1)OCO2,28.5,-5.1,0.7,42.7,17.5,1.0,17.7,8.9,2.5
O=C(c1ccccc1C(=O)N1CCN(c2ccccc2)CC1)N1CCN(c2ccccc2)CC1,22.5,-2.9,-1.5,22.6,31.4,-0.1,38.0,9.4,-1.3
COCCNC(=O)CN1C(=O)NC(c2ccccc2)(c2ccccc2)C1=O,20.2,-2.5,2.3,11.8,18.1,-2.8,-4.3,16.5,1.8
CCN1C(=O)CC(N2CCC(c3nc4ccccc4[nH]3)CC2)C1=O (centres undefined),2.5,-0.7,1.4,-23.7,6.5,-1.7,-8.6,17.5,0.8
CCOC(=O)c1cccc(NC(=O)N2CCOCC2)c1,9.5,6.2,-0.6,3.7,7.3,1.3,7.0,7.5,-0.2
CC(=O)Oc1ccc(C(=O)Nc2cccnc2)cc1,7.7,-3.9,3.7,16.8,6.3,-1.4,0.2,21.7,-9.4
CCOc1ccc(C(=O)C(c2ccccc2)N2CCOCC2)cc1 (centres undefined),10.5,-2.3,-3.4,-17.3,12.0,-1.6,8.9,11.5,-0.5
O=C(NCc1cccnc1)Nc1cccc(NC(=O)NCc2cccnc2)c1,5.6,-0.4,-1.8,-11.4,3.1,-2.1,10.3,12.8,-0.3
CCOC(=O)N1CCC(Nc2c(NCCN3CCN(Cc4ccccc4)CC3)c(=O)c2=O)CC1,2.6,-3.9,1.1,21.3,4.4,-1.1,-1.6,16.7,-1.4
O=C(Nc1ccccc1)C(=O)c1c[nH]c2ccccc12,-4.1,2.8,1.1,-156.8,-27.0,-3.0,-21.1,57.6*,-7.2
Cc1cc(C)n2nc(SCC(=O)NCc3ccco3)nc2n1,5.0,-4.5,0.4,-19.8,-3.1,0.5,3.6,15.7,2.0
CCOC(=O)c1ccc(S(=O)(=O)N2CCC(C(=O)NCC3CCCCC3)CC2)cc1,-0.5,-2.1,2.0,12.2,8.9,-2.9,1.3,13.8,-2.3
Cc1ccc(/C=N/NC(=O)CCCOc2ccc(Cl)cc2Cl)cc1[N+](=O)[O-],-15.8,0.0,0.3,24.4,-7.0,-4.9,-2.7,-1.1,8.9

# High-throughput results from PubChem.

# Rows were taken by chance. Share with any hit: about 8.2%.
